Dengue-2 NS5 capping: Dengue-2 NS5 methyltransferase inhibitors, primary screen, biochemical, confirmation dose response (AID 588689); Genome polyprotein (Dengue virus type 2 (strain 16681-PDK53)); Dengue-2 NS5 methyltransferase capping enzyme assay, biochemical; higher % means a stronger effect; inhibition, % at 25 µM; hits with a dose series show IC50 in µM; 340,000 compounds, 0.3% hits; in the data active means a potency from the dose series; inconclusive means inhibition above about 29% without an active follow-up result
PhoP inhibition: inhibitors of PhoP regulon expression, primary screen, Salmonella Typhimurium, GFP reporter (AID 1863); 300,000 compounds, 0.16% hits; inhibition, % at 50 µM; hits with a dose series show IC50 in µM; S. Typhimurium PhoP-regulated promoter GFP reporter, 4 h; higher % means a stronger effect;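 active means inhibition over 29.93%, a cutoff 3 SD above the screen mean, later confirmed by dose response; inconclusive means inhibition over 29.93% but no dose response follow-up; inactive means inhibition at most 29.93% or unconfirmed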;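 further: 0% = low Mg2+ inducing control and 100% = high Mg2+ repressing control; strong numbers were not always called active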
UTI89 phage lysis: inhibition of K1F phage lysis, E. coli UTI89, bacterial capsule biogenesis inhibitors, alamar blue (AID 488966). E. coli UTI89 K1F phage lysis, alamar blue, 2 h; higher % means a stronger effect. one-dose inhibition, % at 100 µM; IC50 in µM for titrated hits. 340,000 compounds, 0.02% hits;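 active means phage lysis inhibition, versus mean bacterial control, above a set limit; inconclusive means no clear call, values can overlap the other calls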;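 further: capsule biogenesis inhibitors block K1F phage lysis so surviving cells raise fluorescence; higher fluorescence means more inhibition of phage lysis; actives were called in the ten point dose series up to 300 µM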
West Nile antiviral: West Nile virus antiviral activity, cell-based, CPE readout (AID 1621); CPE inhibition, % at 10 µM; hits with a dose series show IC50 in µM; West Nile virus-infected cells, CPE inhibition; higher % means a stronger effect; 290,000 compounds, 0.02% hits; in the data active means a potency from the dose series; inconclusive means CPE inhibition mostly from about 3.7% at the one dose, without a potency; inactive means the rest, 99 in 100 with CPE inhibition below about 2.2%; further: strong numbers were not always called active
MgcRacGAP inhibition: MgcRacGAP GTPase-activating activity inhibitors, confirmation, biochemical, ADP Hunter fluorescence; MgcRacGAP-stimulated Rac1 GTP hydrolysis, ADP Hunter fluorescence; higher % means a stronger effect; GST-tagged Rac1 F28L mutant substrate; Rac GTPase-activating protein 1 (Homo sapiens); 340,000 compounds, 0.6% hits; inhibition, % at 30 µM, or IC50 in µM where a hit was titrated;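 active means first-screen hits whose inhibition reached a set limit at any dose in the follow-up dose series; inconclusive means inhibition above the set first-screen limit but never retested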;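 further: fluorescence reports GDP produced by GAP-driven GTP hydrolysis; strong numbers were not always called active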
SV40 large T antigen: SV40 large T antigen inhibitors, biochemical (AID 1903); SV40 large T antigen ATPase/helicase inhibition assay; higher % means a stronger effect; inhibition, % at 20 µM, or IC50 in µM where a hit was titrated; 310,000 compounds, 0.39% hits; in the data active means a potency from the dose series; inconclusive means inhibition mostly from about 32% at the one dose, without a potency; inactive means the rest, 99 in 100 with inhibition below about 32%; further: strong numbers were not always called active
RSV antiviral HEp-2: RSV antiviral activity via CPE protection, HEp-2 cells, primary 10 µM value included (AID 2391). 310,000 compounds, 0.13% hits. HEp-2 cells, RSV-induced CPE inhibition; higher % means a stronger effect. one-dose CPE inhibition, % at 10 µM; IC50 in µM for titrated hits; in the data active means a potency from the dose series; inconclusive means CPE inhibition mostly from about 23% at the one dose, without a potency; inactive means the rest, 99 in 100 with CPE inhibition below about 21%; further: strong numbers were not always called active
NTR1 agonist: agonists of NTR1, primary screen, imaging, U2OS cells, beta-arrestin-GFP, high content (AID 493036) | Neurotensin receptor type 1 (Homo sapiens), P30989 | NTR1-U2OS beta-arrestin-GFP spot imaging, agonist mode | activation, % at 20 µM | 330,000 compounds, 0.17% hits;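 active means activation at or above 40% of the spot to cytoplasm intensity ratio, with at least 20 cells analyzed; inconclusive means wells under 20 cells, flagged as cytotoxic or low count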;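 further: 0% = DMSO without peptide and 100% = 100 nM NTR1 peptide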
Target sequence (P30989 whole entry, looked up): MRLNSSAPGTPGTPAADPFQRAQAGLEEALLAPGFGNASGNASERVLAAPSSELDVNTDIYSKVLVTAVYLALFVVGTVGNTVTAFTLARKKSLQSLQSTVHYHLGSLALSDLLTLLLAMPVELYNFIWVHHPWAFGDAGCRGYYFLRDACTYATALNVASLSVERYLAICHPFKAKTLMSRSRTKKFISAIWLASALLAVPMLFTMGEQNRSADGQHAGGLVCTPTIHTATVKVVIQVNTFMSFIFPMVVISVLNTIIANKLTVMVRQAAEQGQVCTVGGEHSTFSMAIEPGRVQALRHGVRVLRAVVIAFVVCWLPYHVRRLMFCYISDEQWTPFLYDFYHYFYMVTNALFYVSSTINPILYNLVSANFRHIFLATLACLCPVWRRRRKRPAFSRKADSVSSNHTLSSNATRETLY
T cell HTS: modulators of CD8 T cell-vesicle binding, primary screen, mouse 2C CD8+ T cells, flow cytometry; 2C CD8+ T cell-vesicle binding; hits give low values; calls only at 7 µM; 330,000 compounds, 0.068% hits;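 active means response, share of CD8 T cells binding vesicles, and their 90th percentile fluorescence all below set limits, cut at about 80% in these data, passing the limit was not always enough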
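Material: 2C TCR transgenic mouse naive CD8+ T cells, MACS-purified. Also added: QL9-charged Drosophila Ld/ICAM-1/B7-1 vesicles. Timing: binding 1.5 h at 37 °C. Measured by: high-throughput flow cytometry with anti-B7-1 and anti-CD8 staining. Read-out: percent CD8+ FL2 mean versus row control. Controls: Unloaded micro-vesicles (low), QL9 vesicles with 0.7% DMSO (high).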
T cell HTS vesicle-bound %: further read-out of T cell HTS, marked with its call; double positive events, %; measured here: CD8+ vesicle-bound cell fraction;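 binding gate set so that unloaded-vesicle control wells show 10% double positive cells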
NTR1 agonist cell count 20 µM: also measured in NTR1 agonist; calls as there; cell count; measured here: cell count, cytotoxicity flag
Dengue-2 NS5 capping pilot replicate: second read-out of Dengue-2 NS5 capping, no call of its own (marks repeat the call); inhibition, %; measured here: pilot screen replicate inhibition
An asterisk follows results filed as active; i = inactive; ? = inconclusive; · = not tested or not shown; [ ] = remark or other dose.

SMILES	Dengue-2 NS5 capping	PhoP inhibition	UTI89 phage lysis	West Nile antiviral	MgcRacGAP inhibition	SV40 large T antigen	RSV antiviral HEp-2	NTR1 agonist	NTR1 agonist cell count 20 µM	T cell HTS	T cell HTS vesicle-bound %	others
CCOC(=O)c1c(C)[nH]c(C(=O)COC(=O)C(C)Oc2ccc(Cl)cc2Cl)c1C (centres undefined)	-8%	-11%	0.2%	0.8%	-9%	13%	5.2%	4.0	70	i	40
COc1cccc(/C=N/NC(=S)Nc2cccc(C(=O)O)c2)c1O	2%	11%	0.0%	0.6%	1%	14%	1.5%	-1.7	94	i	51
CCC1(CC)NC(=O)NC1=O	-4%	-11%	2.1%	1.5%	14%	3%	1.8%	0.2	41	i	54
Cc1cccc(Cn2cnc3c(nnn3Cc3ccc(F)cc3)c2=O)c1	-11%	-1%	0.0%	-0.8%	-8%	4%	3.6%	-1.0	52	i	30
CN1CCN(C(=O)CC23CC4CC(CC(C4)C2)C3)CC1	4%	-5%	3.0%	-0.1%	9%	6%	0.4%	1.5	62	i	52
CCOC(=O)c1[nH]c(C)c(C(=O)NC(C)CC)c1C (centres undefined)	-3%	-1%	6.3%	-0.2%	4%	2%	-0.2%	2.7	50	i	52
COC(=O)[C@H](C)NC(=O)Nc1ccc(OC)cc1OC	-2%	-3%	1.9%	0.1%	16%	2%	0.3%	-0.8	34	i	42
CN(Cc1nc(Cc2cccc(F)c2)no1)CC1COCCO1 (centres undefined)	-1%	6%	0.1%	0.6%	11%	3%	-0.1%	0.7	80	i	31
CC(C(=O)Nc1ccccc1)c1ccc(-c2ccccc2)c(F)c1 (centres undefined)	1%	10%	0.0%	-0.2%	9%	6%	0.1%	5.9	50	i	32
Cn1c(Cl)c(/C=N/OC(=O)C(C)(C)C)c2ccccc21	-5%	0%	-0.6%	0.6%	7%	2%	5.7%	1.1	27	i	2
Cc1ccc(S(=O)(=O)N(C)CC(=O)N2CCN(Cc3ccc4c(c3)OCO4)CC2)cc1	2%	9%	-0.1%	-0.8%	6%	-1%	5.8%	0.5	45	i	20
O=S(Cc1ccc(Cl)cc1)CC(O)(c1ccccc1)c1ccccc1 (centres undefined)	-3%	21%	-0.4%	-0.9%	8%	-2%	-3.0%	16	97	i	22
O=C(CCN1C(=O)c2ccccc2C1=O)Nc1ccc(F)cc1	-5%	-4%	-0.8%	0.4%	5%	13%	-0.9%	-1.0	45	i	30
CCCOc1cccc(C(=O)Nc2cccc3ncccc23)c1	·	-2%	0.0%	-1.4%	6%	7%	0.8%	0.2	56	i	55
O=C(Nc1nnc(COc2ccc(Cl)cc2)s1)C1CCCO1 (centres undefined)	·	-12%	0.2%	·	2%	-2%	1.2%	0.4	52	i	40
O=C(c1ccccc1)N1N=C(c2ccccc2O)CC1c1ccccc1 (centres undefined)	-3%	2%	0.2%	-1.0%	10%	-1%	1.4%	4.1	45	i	45
CC(=O)c1cccc(NC(=O)NNC(=O)c2ccc(-c3ccccc3)cc2)c1	4%	-10%	2.4%[50 µM]	-0.5%	8%	32%	0.8%	-0.3	61	i	21
COc1ccc(-c2nnc(SCC(=O)NCc3cccs3)n2C(C)C)cc1	-10%	-1%	0.0%	-0.4%	6%	-5%	0.8%	1.9	77	i	38
CC(C)(C)OC(=O)NCc1ccc(NC(=O)c2nc[nH]c2C(=O)NCCCNC(=O)c2[nH]cnc2C(=O)Nc2ccc(CNC(=O)OC(C)(C)C)cc2)cc1	-9%	·	0.7%	·	5%	·	·	12	70	i	27
NS(=O)(=O)c1ccc(NC(=S)NC(=O)c2ccc(Br)o2)cc1	-11%	1%	-0.6%	0.2%	7%	16%	-1.4%	-0.3	54	i	44
COc1ccc(CCNc2nc3ccc(C)cc3n3cnnc23)cc1OC	-9%	-9%	0.2%	-0.6%	-3%	6%	-1.2%	1.1	47	i	55
Cc1cccnc1NC(=O)CCC(=O)c1cccs1	1%	·	-0.2%	·	2%	·	0.3%	0.3	63	i	42
O=C(NCCN1CCCCC1)c1cc2ccccc2[nH]1	-2%	-1%	0.5%	-0.1%	9%	2%	-1.7%	-1.3	45	i	14
O=C(CSc1nnnn1-c1ccc(C(=O)O)cc1)NC1CCCCC1	-7%	6%	0.7%	0.1%	1%	6%	1.9%	-0.9	48	i	13
CCCN1C(=O)c2ccc(C(=O)Nc3nccs3)cc2C1=O	1%	4%	0.4%	0.5%	5%	-4%	0.3%	-0.4	78	i	20
COC(=O)C(C(C)=O)C1=C/C(=N\S(=O)(=O)c2ccc(C)cc2)c2ccccc2C1=O (centres undefined)	-8%	3%	3.9%	1.0%	4%	16%	-1.4%	1.2	54	i	7
CCCCSc1nc2ccccc2[nH]1	·	·	1.8%	-0.4%	10%	·	0.9%	2.3	29	i	43
Cc1ccc(CNC(=O)C2CCN(S(=O)(=O)c3ccc(Br)s3)CC2)cc1	3%	7%	0.2%	-0.5%	5%	6%	1.1%	-1.0	55	i	21
CCn1c(SCC(=O)NCc2ccco2)nnc1-c1c[nH]c2ccccc12	-10%	11%	-0.4%	0.2%	6%	7%	·	0.7	78	i	23
CC(=O)C1=C(c2ccccc2)NC(=O)NC1c1ccccc1OCC(=O)Nc1ccccc1 (centres undefined)	-5%	5%	-0.1%	-0.3%	2%	19%	1.3%	3.8	75	i	19
COC(=O)c1sccc1NC(=O)c1c(C)c(-c2cccc(Cl)c2)nc2ccccc12	-6%	-11%	7.0%	0.7%	2%	-4%	7.7%	3.2	51	i	33
CCOc1ccc2oc(=O)cc(CN3CCOCC3)c2c1	3%	12%	2.3%[50 µM]	-0.1%	10%	8%	0.6%	0.3	89	i	30
COc1ccc(-c2oc3ncn(Cc4ccco4)c(=N)c3c2-c2ccc(OC)cc2)cc1	-5%	2%	9.2%	-0.5%	8%	3%	?	15	42	i	57
CCCCCCCC(=O)NNC(=O)c1c(O)c2ccccc2n(CC)c1=O	2%	26%	0.1%	0.0%	7%	-5%	-1.2%	7.9	38	i	64
COc1ccc(CCN2CC(C(=O)OCC(=O)NC(C)c3cccc(Cl)c3)CC2=O)cc1OC (centres undefined)	0%	·	0.9%[50 µM]	·	6%	·	1.4%	-1.1	66	i	44
CN(C)c1ccc(S(=O)(=O)NCC(=O)OCC(=O)c2ccc[nH]2)cc1[N+](=O)[O-]	-5%	·	1.1%[50 µM]	·	7%	·	0.5%	-1.4	60	i	40
Cn1cc([N+](=O)[O-])c(C(=O)N/N=C\c2c[nH]c3ccccc23)n1	·	-9%	0.2%	-0.6%	0%	26%	1.3%	-1.3	90	i	45
COc1cnn(-c2ccccc2)c(=O)c1OC	-1%	-10%	0.7%	0.1%	9%	16%	-1.5%	-0.3	41	i	37
Cc1cc(S(=O)(=O)N2CCCOC2CNC(=O)C(=O)NCc2cccs2)ccc1F (centres undefined)	-3%	-4%	1.3%[50 µM]	-1.7%	5%	10%	3.2%	1.4	55	i	8
Fc1ccc(CO/N=C2\CCCc3nonc32)cc1	-2%	-12%	0.2%	-0.4%	5%	16%	-2.0%	0.5	45	i	37
O=C(Nc1ccccc1SCC1CSc2nc3ccccc3c(=O)n21)c1cccc(Cl)c1 (centres undefined)	-1%	8%	-0.3%	0.2%	8%	11%	10µM*	0.6	52	i	37
CC(OC(=O)Cn1cnc2ccccc2c1=O)C(=O)N(C)c1ccccc1 (centres undefined)	-3%	-2%	0.9%[50 µM]	·	3%	7%	-1.3%	0.7	57	i	55
O=C(OC1CCOC1=O)c1ccc(Cl)c(S(=O)(=O)N2CCCCC2)c1 (centres undefined)	-3%	10%	0.4%	0.7%	3%	9%	2.2%	2.9	53	i	39
C=CCc1cccc(/C=N/NC(=O)CCCNc2ccc(C)cc2)c1O	-4%	13%	0.0%	-1.0%	22%	11%	-1.4%	·	·	i	38
O=S(=O)(c1ccccc1F)N1CCN(Cc2cc3c(cc2O)OCO3)CC1	-6%	·	0.0%[50 µM]	·	6%	·	0.1%	-1.0	45	i	38
O=C(NC(=S)N1CCCCC1CO)c1cccs1 (centres undefined)	4%	·	-3.4%	·	0%	·	·	2.7	59	i	43
COc1ccc(NC(=O)[C@@H](NS(=O)(=O)c2cccc(Cl)c2)C(C)C)cc1S(=O)(=O)N1CCOCC1	2%	·	0.4%[50 µM]	·	2%	·	·	-0.7	71	i	49
CC(=O)c1cccc(N(C(=O)CNC(=O)c2ccco2)C(C(=O)NC2CCCC2)c2ccncc2)c1 (centres undefined)	-7%	-3%	0.1%	-0.2%	-4%	4%	0.4%	-1.9	49	i	40
COc1ccc(-c2nnc(SCC(=O)Nc3ncc(C)s3)n2-c2ccccc2)cc1OC	-11%	1%	-0.1%	-0.2%	8%	21%	0.7%	0.0	95	i	28
CN(Cc1cccc(Cl)c1Cl)C(=O)c1ccc(NC(=O)CC#N)cc1	-11%	-11%	-1.1%	·	12%	6%	6.0%	0.4	52	i	42

(more compounds)
SMILES	Dengue-2 NS5 capping	PhoP inhibition	UTI89 phage lysis	West Nile antiviral	MgcRacGAP inhibition	SV40 large T antigen	RSV antiviral HEp-2	NTR1 agonist	NTR1 agonist cell count 20 µM	T cell HTS	T cell HTS vesicle-bound %	others
COc1cccc(-n2c(C)nc3c(cnn3-c3ccc(C)cc3)c2=O)c1	3%	-1%	3.9%	-0.6%	10%	2%	6.8%	-1.4	53	i	34
Cc1cccc(N2N=C(C(=O)Nc3ccc(Cl)c(S(=O)(=O)N4CCOCC4)c3)CCC2=O)c1	1%	·	0.6%[50 µM]	·	2%	·	3.9%	-1.2	64	i	34
COCCNC(=O)c1c(N)n(-c2cccc(C)c2)c2nc3ccccc3nc12	-4%	-3%	0.3%	0.5%	13%	13%	2.7%	-0.2	35	i	52
C[C@H](CO)N1C[C@H](C)[C@@H](CN(C)Cc2ccccc2)Oc2ccc(NC(=O)Cn3cnnn3)cc2C1=O	4%	·	0.2%	·	3%	·	·	-0.4	57	i	11	Dengue-2 NS5 capping pilot replicate=0.3
